Source: PubChem BioAssay
CSN deneddyl inh – inhibitors of CSN-mediated cullin deneddylation, primary screen, biochemical, fluorescence polarization, uHTS; Purified CSN, SCF-Nedd8-OG deneddylation; actives 0.38% (n = 360,000); inhibition, % at 12.5 µM; AID 651999, 2013;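 active means pattern-corrected inhibition above about 35%, with an unprinted fluorescence ratio check between 0.5 and 1.5, limit read from the data, passing the limit was not always enough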;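 further: 0% = enzyme with substrate and 100% = substrate without enzyme; some results filed as inactive read as strong as hits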
Target sequence (Q92905 whole entry, looked up, one chain of several): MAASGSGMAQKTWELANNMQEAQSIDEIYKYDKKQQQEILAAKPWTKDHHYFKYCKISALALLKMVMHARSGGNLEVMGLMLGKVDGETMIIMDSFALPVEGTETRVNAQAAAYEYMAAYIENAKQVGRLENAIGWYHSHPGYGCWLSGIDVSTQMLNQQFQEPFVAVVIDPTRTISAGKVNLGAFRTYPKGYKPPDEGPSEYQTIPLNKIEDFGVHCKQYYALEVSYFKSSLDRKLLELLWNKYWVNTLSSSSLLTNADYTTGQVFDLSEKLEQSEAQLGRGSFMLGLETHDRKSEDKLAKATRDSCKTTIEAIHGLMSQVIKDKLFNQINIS
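Assay system: purified human Csn5 enzyme expressed in HEK293T cells; measure: % inhibition; also added: SCFSkp2-Nedd8OG substrate at 10 nM final; technique: fluorescence polarization; times: reaction 90 min, room temperature; medium: Tris buffer pH 7.5, NaCl, DTT, Tween-20, trehalose, ovalbumin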
PABP1 MLLE inh – inhibitors of PABP1 MLLE–PAM2 peptide binding, primary screen, biochemical, fluorescence polarization, FITC-PAM2, GST-MLLE. actives 0.36% (n = 360,000). inhibition, % at 20 µM. Polyadenylate-binding protein 1 (Homo sapiens), P11940. AID 588489, 2011; in the data active means inhibition above about 35%, passing the limit was not always enough;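 further: plate controls were DMSO wells with GST-MLLE for no effect and wells lacking GST-MLLE protein for full effect; some results filed as inactive read as strong as hits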
FAS TE block – FAS thioesterase domain inhibitors, primary screen, biochemical, fluorescence intensity, uHTS | recombinant FAS-TE, OMFH fluorogenic substrate, fluorescence endpoint | actives 0.67% (n = 360,000) | inhibition, % at 15 µM;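 active means compounds whose normalised, plate-corrected inhibition of enzyme fluorescence in the single-dose primary screen is 50% or more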;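 further: 0% = DMSO with enzyme and 100% = substrate without enzyme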
MsrA inh – bovine MsrA enzyme inhibitors, primary screen, biochemical, absorbance, HTS | purified bovine MsrA, absorbance read-out | inhibition, % at 15.5 µM | actives 0.75% (n = 360,000) | AID 651718, 2012; in the data active means inhibition above about 4.5%;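 further: 0% = vehicle wells with enzyme and 100% = reference inhibitor wells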
eLon inh – inhibitors of E. coli Lon protease, primary screen, biochemical, fluorescence polarization; inhibition, % at 7.94 µM; actives 0.42% (n = 360,000); purified E. coli Lon protease; P0A9M0; in the data active means inhibition above about 13%, passing the limit was not always enough;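 further: 0% = enzyme with probe and DMSO and 100% = no enzyme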
Rin1-Abl PPI inh – inhibitors of Rin1-Abl protein binding, primary screen, biochemical, TR-FRET | Tyrosine-protein kinase ABL1 (Homo sapiens) + Ras and Rab interactor 1 (Homo sapiens), … | inhibition, % at 7.35 µM | actives 0.4% (n = 360,000); in the data active means inhibition above about 5%, passing the limit was not always enough
Tb MetRS inh – T. brucei MetRS inhibitors, primary screen, biochemical, luminescence; AID 624268, 2012; methionyl-tRNA synthetase (Trypanosoma brucei brucei); purified T. brucei MetRS, ATP depletion, Kinase-Glo luminescence; actives 0.4% (n = 360,000); inhibition, % at 11.9 µM;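 active means inhibition above a per-plate cutoff of the control wells' mean inhibition plus 3 SD, cut at about 5.5% in these data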;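 further: 0% = DMSO wells median and 100% = median of wells with control inhibitor compound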
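Test system – parasite MetRS enzyme · Reagent – substrates ATP, L-methionine and bulk Escherichia coli tRNA · Doses – 11.9 µM compound single dose, 0.9% DMSO · Times – 15 min enzyme-compound preincubation, 2 h reaction, 10 min detection, 25 °C · Signal – Kinase-Glo luminescence, ATP depletion format · Controls – DMSO-only wells as low control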
Neddylation inh – inhibitors of cullin neddylation, primary screen, biochemical, TR-FRET, uHTS, NAE and Ubc12; NEDD8-conjugating enzyme Ubc12 (Homo sapiens) + NEDD8-activating enzyme E1 regulatory …; calls only at 25 µM; actives 0.58% (n = 360,000); in the data active means inhibition above about 36%
Target sequence (P61081 whole entry, looked up): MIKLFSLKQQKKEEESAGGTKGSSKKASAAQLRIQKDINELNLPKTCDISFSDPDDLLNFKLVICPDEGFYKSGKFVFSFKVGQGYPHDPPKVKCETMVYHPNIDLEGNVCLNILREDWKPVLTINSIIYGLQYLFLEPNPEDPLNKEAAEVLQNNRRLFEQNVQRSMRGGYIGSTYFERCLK
Target sequence (Q13564 whole entry, looked up): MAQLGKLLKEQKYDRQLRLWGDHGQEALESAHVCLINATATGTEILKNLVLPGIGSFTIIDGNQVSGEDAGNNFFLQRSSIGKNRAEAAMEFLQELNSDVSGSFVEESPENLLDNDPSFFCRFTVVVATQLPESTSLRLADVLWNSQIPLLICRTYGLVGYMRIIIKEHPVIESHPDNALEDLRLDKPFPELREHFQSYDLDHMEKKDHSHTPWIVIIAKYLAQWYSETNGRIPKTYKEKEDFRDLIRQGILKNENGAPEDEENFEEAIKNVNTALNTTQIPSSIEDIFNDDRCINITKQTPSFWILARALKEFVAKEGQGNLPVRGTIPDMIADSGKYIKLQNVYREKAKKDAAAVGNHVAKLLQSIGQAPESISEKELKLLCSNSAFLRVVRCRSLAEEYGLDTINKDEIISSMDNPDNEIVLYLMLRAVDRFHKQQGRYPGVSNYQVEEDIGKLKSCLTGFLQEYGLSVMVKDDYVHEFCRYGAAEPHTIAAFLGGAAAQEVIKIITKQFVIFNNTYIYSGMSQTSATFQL
MsrA act – bovine MsrA enzyme activators, primary screen, biochemical, absorbance, HTS; activation, % at 10.6 µM; actives 0.3% (n = 360,000); Methionine sulfoxide reductase A (Bos taurus); purified bovine MsrA, absorbance read-out; in the data active means activation above about 7.5%;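 further: 0% = vehicle and 100% = reference activator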
An asterisk follows results filed as active; i = inactive; x = no result given.

SMILES | CSN deneddyl inh | PABP1 MLLE inh | FAS TE block | MsrA inh | eLon inh | Rin1-Abl PPI inh | Tb MetRS inh | Neddylation inh | MsrA act
CCCOc1ccc(C2C(C(=O)c3ccc(C)o3)=C(O)C(=O)N2Cc2ccco2)cc1OCC (stereo not drawn) | 4 | 1 | -2 | 2.3 | 2 | -4 | -0.3 | i | -7
COc1ccc(NC(=O)N(C)C[C@@H]2OCc3cn(nn3)CCCC(=O)N([C@H](C)CO)C[C@H]2C)cc1 | 8 | 4 | -10 | 0.9 | -7 | -2 | -0.1 | i | -5
CC(C)CCNS(=O)(=O)c1cc2c3c(c1)CCN3C(=O)CC2 | 0 | 9 | -6 | -0.8 | 0 | 4 | 0.2 | i | -2
O=C1CCCC2=C1C(c1ccc(O)cc1)c1c(ccc3ccccc13)N2 (stereo not drawn) | -1 | -13 | 7 | 2.5 | 5 | -2 | -0.4 | x | -3
CCn1c2ccc(F)cc2c2nc3ccccc3nc21 | 8 | 17 | 12 | 0.9 | 2 | -1 | -0.2 | x | -3
CCOC(=O)CC(=O)CSc1nc(C)cc(C)c1C#N | -2 | -6 | 3 | 1.6 | -3 | 2 | 0.3 | i | -2
O=C(NC1CCCCC1)C(c1ccc2ncccc2c1)N(Cc1ccccc1)C(=O)c1cccs1 (stereo not drawn) | 2 | -1 | 22 | -0.6 | -8 | 3 | -0.3 | i | -1
Nc1nnc(SCC(=O)Nc2ccc(Cl)c(C(=O)O)c2)s1 | -14 | -6 | 2 | 1.3 | -9 | 6 | -0.3 | i | -6
N/C(=N\OC(=O)Cc1cccc2ccccc12)c1ccccn1 | -1 | 8 | 0 | 0.7 | -10 | 1 | -0.3 | i | -2
Cc1oc(-c2ccccc2Cl)nc1CN1CCCC1c1ccc(F)cc1 (stereo not drawn) | 3 | -2 | 25 | -0.2 | -5 | 0 | 0.3 | i | 0
Cc1ccc(-c2nn(-c3cccc(F)c3)cc2CNCc2cccnc2)o1 | 4 | -66 | -5 | 0.3 | -4 | -4 | -0.6 | i | 0
Cc1nnc(NC(=O)CSc2nc(C(C)C)nc3sc(C)c(C)c23)s1 | 0 | 5 | -4 | 1.2 | 7 | -3 | -0.8 | i | -1
O=C1/C(=C\c2ccco2)SC(=S)N1Cc1ccccc1 | 15 | 6 | 23 | 2.2 | -14 | 0 | -0.2 | i | -2
O=C(CSc1nc(=O)n(CCCN2CCOCC2)c2c1CCCC2)Nc1ccc(F)cc1 | 5 | -3 | -8 | 0.9 | 0 | 0 | -0.4 | i | -3
O=C(C1CC(=O)N(c2ccccc2)C1)N1CCCCCC1 (stereo not drawn) | 0 | -3 | -7 | -0.9 | -15 | -5 | -0.2 | i | -4
CCOc1ccccc1CNc1nc2ccccc2n1C | 4 | 1 | -2 | 0.2 | 0 | 1 | 1.2 | i | -2
O=C(O)CC(Cc1ccccc1)C(=O)Nc1ccc([N+](=O)[O-])cc1 (stereo not drawn) | -19 | 0 | -6 | 4.3 | 9 | 0 | 1.0 | i | -5
O=C(CN1CCOCC1)N1CCCc2ccccc21 | 4 | 5 | -3 | -1.8 | -9 | 0 | 0.9 | i | -3
Cc1nc(N)sc1-c1nnc(SCC(=O)Nc2nccs2)n1C | 0 | -2 | -9 | -0.4 | -4 | -1 | -2.3 | i | -14
Cc1ccc(CCC(=O)Nc2ccc(C)c(C)c2)o1 | 4 | 3 | 1 | -0.6 | -3 | 3 | -0.1 | i | -2
O=C(Nc1ccccc1C(=O)N1CCCC1)c1ncoc1-c1cccc(Cl)c1 | -4 | 11 | 15 | -0.8 | -4 | 0 | -0.3 | i | -1
O=C(O)CCC(=O)Nc1ccc(OCC2CCCO2)cc1 (stereo not drawn) | 1 | -10 | -7 | -1.0 | 5 | 0 | -0.8 | i | -3
COc1ccc(C(=O)COC(=O)c2ccc(Cl)nc2)c(OC)c1 | 2 | -7 | 8 | 0.6 | 0 | 3 | -0.1 | i | -3
CC(=O)c1c(Cl)nc2cccc3c2c1-c1ccccc1C3=O | -7 | 50* | 13 | 0.2 | 24* | -2 | 0.6 | i | -5
CC(=O)Nc1cc(NC(C)=O)c(CC(C)C)s1 | -1 | 13 | -13 | 1.0 | -1 | 2 | -0.6 | i | -8

Reprinted from the part before: four compounds; new compounds follow.
SMILES | CSN deneddyl inh | PABP1 MLLE inh | FAS TE block | MsrA inh | eLon inh | Rin1-Abl PPI inh | Tb MetRS inh | Neddylation inh | MsrA act
O=C(O)CCC(=O)Nc1ccc(OCC2CCCO2)cc1 (stereo not drawn) | 1 | -10 | -7 | -1.0 | 5 | 0 | -0.8 | i | -3
COc1ccc(C(=O)COC(=O)c2ccc(Cl)nc2)c(OC)c1 | 2 | -7 | 8 | 0.6 | 0 | 3 | -0.1 | i | -3
CC(=O)c1c(Cl)nc2cccc3c2c1-c1ccccc1C3=O | -7 | 50* | 13 | 0.2 | 24* | -2 | 0.6 | i | -5
CC(=O)Nc1cc(NC(C)=O)c(CC(C)C)s1 | -1 | 13 | -13 | 1.0 | -1 | 2 | -0.6 | i | -8
COC(=O)[C@@H](Cc1ccccc1)NC(=O)Cn1cc(C)c(=O)[nH]c1=O | -3 | 5 | -13 | -1.0 | -8 | 1 | 0.2 | i | -4
Cc1ccc(NC(=O)/C=C/c2ccc(S(=O)(=O)N3CCOCC3)cc2)cc1S(=O)(=O)N(C)C | -3 | -25 | 12 | 1.8 | 3 | 0 | 0.1 | i | -2
CC(C(=O)c1ccccc1)[n+]1cccc(Br)c1 (stereo not drawn) | -1 | 2 | -9 | 0.4 | 1 | 3 | 0.1 | i | -1
S=c1[nH]cc(-c2ccccc2)n1-c1ccccc1Cl | -10 | -6 | -12 | -0.9 | -3 | -4 | -0.6 | i | 1
Cc1cccc(C(=O)OCc2cncs2)c1 | 3 | -1 | 1 | -1.0 | -2 | -1 | -0.3 | i | -3
N/C(=N\OC(=O)c1ccc2c(c1)OCO2)c1cccnc1 | -6 | 11 | -8 | -0.7 | 1 | -4 | -0.8 | i | -4
CCCCCOc1ccc(CN2CCOCC2)cc1Cl | -1 | 0 | 5 | 0.0 | -1 | -1 | -1.3 | i | 2
C=CCc1ccc(OCCOCCNCCOC)c(OC)c1 | 3 | -3 | -7 | -0.2 | -1 | 1 | 0.3 | i | 0
COc1ccc(CCNC(=O)CSc2nc(O)c(CCC(C)C)c(=O)[nH]2)cc1OC | 3 | 11 | -5 | 0.0 | 10 | 0 | 0.4 | i | -1
CN1C(=O)CC(N2CCC(c3nc4ccccc4s3)CC2)C1=O (stereo not drawn) | 1 | -1 | -6 | -1.2 | 0 | 3 | -0.3 | i | -2
CCN(C[C@H]1N[C@@](Cc2ccccc2)(C(=O)OC)[C@H]2C(=O)N(Cc3ccccc3)C(=O)[C@@H]12)C(=O)Nc1ccc(Cl)cc1 | 1 | -9 | 60* | -0.4 | -4 | -1 | -1.2 | i | -1
Cc1ccccc1N(CC(=O)N1CCN(Cc2ccccc2)CC1)S(C)(=O)=O | 0 | -8 | -8 | 1.9 | 1 | -3 | -0.1 | i | 2
O=[N+]([O-])c1ccc(N2CCN(c3ccc(Cl)nn3)CC2)cc1NC1CC1 | -2 | -4 | 7 | 0.9 | -1 | 1 | -0.3 | i | -3
COC(=O)NCC(c1ccc2c(c1)OCO2)N1CCN(c2ccccc2)CC1 (stereo not drawn) | -4 | 0 | -2 | -0.8 | 0 | 0 | -0.6 | i | 3
Cc1c(C(=O)N2CCN(CC(=O)Nc3ccccc3Cl)CC2)oc2ccc(Br)cc12 | -1 | -11 | 13 | 0.8 | 2 | -3 | -0.2 | i | 3
CCOC(=O)C(C)(C)Oc1cccc2c1S(=O)(=O)c1ccccc1-2 | 0 | 4 | 5 | -0.1 | -15 | 0 | 0.6 | i | 0
COc1ccc(/C=N/NC(=O)c2ccncc2)cc1CN1CCN(c2ccc(F)cc2)CC1 | 0 | -17 | 5 | 3.8 | -7 | -3 | -0.6 | i | -7
COC(=O)N1CCc2c(sc(NC(=O)C3=COCCO3)c2C#N)C1 | 1 | -1 | -3 | 2.1 | -16 | -2 | -0.2 | i | -5
CN(Cc1ccccc1)C(=O)c1ccccc1NC(=O)c1ccccc1 | -3 | -2 | -1 | -0.2 | -9 | -1 | -0.7 | i | 0
Cn1c(CN2CCCCC2)nc2cc(NC(=O)c3cccs3)ccc21 | 4 | 1 | -7 | -0.2 | -6 | -2 | -0.7 | i | -1
C#CCOC(=O)CCCNc1ccc([N+](=O)[O-])cc1[N+](=O)[O-] | 2 | -4 | 23 | 3.5 | -9 | -3 | -0.6 | i | -5
Cc1cccc(-n2c(SCc3ccc([N+](=O)[O-])cc3)nnc2-c2c[nH]c3ccccc23)c1 | -1 | -107 | 29 | -0.4 | 1 | 0 | 0.0 | i | -5
CN(C(=O)Nc1ccccc1)C1CCCCC1 | -3 | -6 | -2 | 0.3 | -7 | 1 | 0.1 | i | -1
Cc1c(C(=O)NCc2ccccc2)sc(=O)n1Cc1ccccc1F | -5 | -10 | 0 | 0.0 | -9 | -3 | -0.8 | i | -3
O=C(COc1ccc(S(=O)(=O)N2CCCC2)cc1Cl)NCc1ccc2c(c1)OCO2 | 2 | 5 | 18 | 0.1 | -8 | -2 | -0.1 | i | -1
(next part)
SMILES | CSN deneddyl inh | PABP1 MLLE inh | FAS TE block | MsrA inh | eLon inh | Rin1-Abl PPI inh | Tb MetRS inh | Neddylation inh | MsrA act
C=CCn1c(C)c(C(C)=O)c(N2CCN(c3ccccc3)CC2)nc1=S | 24 | -22 | -72 | -0.5 | -135 | -5 | -0.3 | i | -2
O=c1c2cc(Br)ccc2nc2n1CCCCC2 | 2 | 1 | -2 | x | -3 | -4 | -1.1 | i | -11
C#CCNC(=O)C[C@@H]1C[C@@]2(C(=O)OCC)CCC=C2N(CCC2=CCCCC2)C1=O | -3 | x | -10 | 0.6 | -3 | x | -1.3 | i | -4
CCOC(=O)c1c(C)n(-c2ccc(F)cc2)c2ccc(O)cc12 | -3 | -5 | 1 | x | -3 | 4 | -0.9 | i | 1
O=C(Nc1ccccc1N1CCCCC1)c1ccc(-c2ccc(Cl)cc2)o1 | -5 | -7 | 29 | 0.3 | 6 | -1 | 0.1 | x | -2
CCN1C(=O)/C(=C/N2CC(C)CC(C)C2)SC1=S (stereo not drawn) | 1 | 22 | -1 | 0.3 | 0 | 2 | -0.3 | i | 2

Just PABP1 MLLE inh and MsrA act (two entries from above):
structure | PABP1 MLLE inh | MsrA act
C=CCn1c(C)c(C(C)=O)c(N2CCN(c3ccccc3)CC2)nc1=S | -22 | -2
O=c1c2cc(Br)ccc2nc2n1CCCCC2 | 1 | -11

Not a hit list (roughly 4% active in at least one column).
